DT40 TDP1 CPT = DT40-hTDP1 cell growth loss with CPT; Potency, µM (top dose mostly 46.2 µM), for the others: top-dose activity change, negative = growth inhibition, hits mostly inhibitors; 12% of 420,000 active; AID 686979; chicken DT40 Tdp1-/-;hTDP1 cells + 20 nM CPT, ATP luminescence, 48 h; note: nearly all actives have a fitted effect of over 55% in size
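Chicken DT40 Tdp1-/- cells stably complemented with human TDP1 were seeded at 400 cells/well in medium containing 20 nM camptothecin, exposed to pin-transferred compounds, and grown at 37 °C for at least 48 hr. Viability was read as ATP luminescence.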
KAT2A inh = blocks human GCN5L2 histone acetyltransferase | Q92830 | GCN5L2 HAT assay, ThioGlo1 CoA-SH fluorescence | Potency, µM (highest dose often 58.9 µM), for inactives: at the highest dose activity change, negative = inhibition, hits mostly inhibitors | 0.21% of 390,000 active | AID 504327
Target sequence (Q92830 whole entry, looked up): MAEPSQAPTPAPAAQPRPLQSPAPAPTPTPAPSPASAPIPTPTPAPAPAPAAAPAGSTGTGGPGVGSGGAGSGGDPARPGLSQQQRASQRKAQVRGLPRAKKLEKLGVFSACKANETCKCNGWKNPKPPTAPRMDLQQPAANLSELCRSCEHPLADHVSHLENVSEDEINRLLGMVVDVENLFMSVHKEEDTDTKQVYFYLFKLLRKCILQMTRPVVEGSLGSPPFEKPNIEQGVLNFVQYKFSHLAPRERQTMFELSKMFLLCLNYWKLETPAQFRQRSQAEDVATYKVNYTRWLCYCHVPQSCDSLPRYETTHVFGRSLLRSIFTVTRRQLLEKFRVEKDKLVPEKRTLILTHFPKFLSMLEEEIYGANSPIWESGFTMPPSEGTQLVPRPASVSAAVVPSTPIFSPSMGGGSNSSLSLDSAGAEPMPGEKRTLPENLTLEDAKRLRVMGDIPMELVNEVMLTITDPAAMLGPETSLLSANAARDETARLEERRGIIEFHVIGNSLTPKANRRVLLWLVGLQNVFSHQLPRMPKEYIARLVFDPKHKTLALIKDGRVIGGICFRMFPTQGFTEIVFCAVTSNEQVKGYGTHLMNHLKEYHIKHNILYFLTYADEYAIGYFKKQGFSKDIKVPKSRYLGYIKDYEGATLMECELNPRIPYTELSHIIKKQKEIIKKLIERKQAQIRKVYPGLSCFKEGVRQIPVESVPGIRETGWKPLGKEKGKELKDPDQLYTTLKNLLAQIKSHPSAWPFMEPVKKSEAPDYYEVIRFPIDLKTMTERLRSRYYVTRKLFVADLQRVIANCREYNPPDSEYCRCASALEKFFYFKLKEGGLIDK
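Free CoA generated was detected with ThioGlo1 (50uM) fluorescence at Ex340nm/Em540nm, read immediately and after 20 min at room temperature. Enzyme, 20 nM in HEPES pH 7.5 buffer, saw compounds 15 min before adding 75uM H3(1-25) peptide and 70uM acetyl-CoA.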
TDP1 cell noCPT = qHTS for Inhibitors of human tyrosyl-DNA phosphodiesterase 1 (TDP1): qHTS in cells in absence of CPT | Potency, µM (series often up to 46.2 µM), for the others: top-dose activity change, negative = growth inhibition, most hits filed as inhibitors | AID 686978, 2013 | 15% of 420,000 active | DT40 Tdp1-/- hTDP1 cells, no CPT, ATP luminescence, 48 h; note: nearly all actives have a fitted effect of over 55% in size
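No-CPT arm: Tdp1-/-;hTDP1 DT40 cells (400/well) plus compounds, incubated ≥48 hr at 37 °C. Readout CellTiter-Glo luminescence.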
* = called active by the depositor; ? = inconclusive; . = no result given. Calls come from the whole dose curve; as a rule, active = well fitted curve in the direction sought with a large enough effect; inconclusive = small, poorly fitted or top-dose-only effect, or another doubt; inactive = no such curve, though single readings can be large; an effect the other way counts as inactive or inconclusive. % is set by controls: 0 for no effect and ±100 for the full control effect; potency is the fitted concentration of half-maximal effect. This is a subset; count on the stated rates, not on these rows.

SMILES	DT40 TDP1 CPT	KAT2A inh	TDP1 cell noCPT
CCCCNc1ncnc2sc3c(c12)CCN(CCC)C3	?	-2.1%	?
O=C(Nc1nc2c(F)cc(F)cc2s1)c1ccc([N+](=O)[O-])o1	14.6µM*	?	10.3µM*
Cc1cccc(NC(=O)c2ccc3c(c2)OCCO3)n1	?	-1.0%	-0.2%
NS(=O)(=O)c1ccc(NC(=O)CCc2ccccc2)cc1	-8.0%	-0.2%	-7.8%
O=C(Nc1ccccc1)/C(=C1\CCCN1)[N+](=O)[O-]	17.3%	-6.7%	1.6%
CCOc1ccccc1CNCc1c(C(=O)O)n(Cc2ccccc2)c2cc(OC)ccc12	?	-5.3%	13µM*
COc1ccc(-c2csc(C(C)(O)c3cccc(OC)c3)n2)cc1 (stereo unspecified)	16.4µM*	.	?
Nc1[nH]c2cc([N+](=O)[O-])ccc2c1-c1ccccn1	14.6µM*	-25.2%	?
Cc1ccc(C(=O)Nc2ncc([N+](=O)[O-])s2)cc1	23.1µM*	-6.6%	18.4µM*
CCN(C(=O)c1cc2c(=O)oc3ccccc3c2s1)c1cccc(C(F)(F)F)c1	-5.4%	-13.8%	-4.8%
COc1ccc(C)cc1NC(=S)Nc1ccccc1SC	2.5%	0.2%	4.8%
CC1(C)C(=O)CCC2(C)C1=CCC1C2C(=O)CC2(C)C1CCC2(O)C(=O)CO (stereo unspecified)	?	.	?
COc1ccccc1C1=NOC(Cn2c(=O)c3c(ncn3C)n(C)c2=O)C1 (stereo unspecified)	-25.0%	-2.4%	-26.0%
Cc1ccc(C)c(NC(=O)c2ccccc2NS(=O)(=O)c2cc([N+](=O)[O-])ccc2C)c1	3.26µM*	-2.2%	4.11µM*
CC(=O)c1ccc(NC(=O)c2cnsn2)cc1	-2.5%	10.9%	-6.3%
COc1cc(SC)ccc1C(=O)Nc1ncc(C)s1	?	-12.7%	?
COCCCn1c(=O)c2sccc2n(Cc2ccccc2)c1=O	-19.5%	-9.2%	-18.9%
O=C(/C=C/c1ccccn1)c1cc(Br)ccc1O	23.1µM*	-28.4%	23.1µM*
CS(=O)(=O)c1ccc2nc(NC(=O)c3ccc(Cl)cc3)sc2c1	-21.7%	-10.5%	-25.9%
O=C(CSC1=NS(=O)(=O)c2cc(Cl)ccc2N1)Nc1ccccc1C(F)(F)F	-10.9%	1.0%	-15.6%
CCc1nn(CC(=O)Nc2cccc(C(C)=O)c2)c(=O)c2cc3sccc3n12	18.4µM*	-10.8%	?
Nc1ncnc2c1ncn2[C@@H]1O[C@H](CNCc2cccn2-c2nccs2)[C@@H](O)[C@H]1O	-14.9%	0.8%	-22.8%
CCC(C)[C@H]1CNC(=O)C(=O)N1CC(C)(C)C (stereo partly specified)	0.8%	.	0.0%
COc1ccc2oc(C(=O)OCC(=O)N3CCN(S(=O)(=O)c4ccc(C)cc4)CC3)c(C)c2c1	?	-25.3%	?
Cc1ccc(C)c(NCC(O)c2ccccc2)c1 (stereo unspecified)	-1.9%	-6.3%	0.3%

The results go on:
SMILES	DT40 TDP1 CPT	KAT2A inh	TDP1 cell noCPT
CCNC(=S)Nc1ccc(OC(F)(F)F)cc1	-16.0%	-2.2%	-24.4%
CC(C)CC(=O)Nc1ccc(C(=O)COC(=O)C2CC(=O)N(Cc3ccccc3)C2)cc1 (stereo unspecified)	-25.7%	1.7%	1.4%
CCOc1ccc(S(=O)(=O)N2CCCCC2)cc1NC(=O)CCNC(=O)c1ccco1	-11.3%	-1.0%	-8.2%
COc1ccc(-c2cc(C(=O)Oc3ccc(Br)cc3)c3ccccc3n2)cc1	-17.7%	4.6%	-27.6%
CCN(CC)C(=O)c1cccc(-c2csc(C(O)c3ccc(F)cc3)n2)c1 (stereo unspecified)	14.6µM*	.	?
Cc1nc(SCc2ccc(OCCC(C)C)cc2)n[nH]1	14.6µM*	-2.3%	?
COC(=O)C(CCC(C(=O)OC)N1C(=O)c2ccccc2C1=O)N1C(=O)c2ccccc2C1=O (stereo unspecified)	14.4%	.	-3.6%
Cc1ccc(NC(=O)CNc2ccccc2N2CCCC2=O)cc1S(=O)(=O)N1CCOCC1	?	0.4%	?
COc1cc2sc3ccc(C#Cc4ccc(N)cc4)cc3c(=O)c2cc1OC	-22.8%	.	?
Cc1c(C(=O)Nc2nc3ccccc3[nH]2)oc2ccc(Br)cc12	?	-3.0%	?
COc1ccc(N(C)S(=O)(=O)c2cccc(C(=O)NCC3CCCO3)c2)cc1 (stereo unspecified)	?	0.4%	-29.1%
O=S(=O)(c1ccccc1)c1nnn2c1nc(NCc1ccc(Cl)cc1)c1sccc12	-4.9%	-8.8%	-2.2%
CCOc1ccc(CCNC(=O)COC(=O)c2cc(OC)cc(OC)c2)cc1OCC	-3.3%	-2.3%	?
CN(CC(=O)Nc1cccc(F)c1)C(=O)COc1ccc2c(c1)CCC2	?	-5.3%	?
COc1ccc(C2/C=C\CN(S(=O)(=O)/C=C/c3ccccc3)CC(=O)N2Cc2ccc(F)cc2)cc1 (stereo unspecified)	?	-14.0%	?
Cc1nn(Cc2ccccc2)c(C)c1CCC(=O)O	-1.2%	-0.9%	-1.4%
O=C(Nc1ccc(Cl)cc1)c1nc[nH]c1C(=O)NCCCCNC(=O)c1[nH]cnc1C(=O)Nc1ccc(Cl)cc1	5.8µM*	0.5%	4.61µM*
COc1ccc(-n2c(=S)[nH]c3cc(C(=O)N4CCN(c5ccccc5)CC4)ccc3c2=O)cc1	-17.9%	-2.0%	-29.9%
CCOC(=O)C(C)n1cnc2c(cnn2-c2ccc(Cl)cc2)c1=O (stereo unspecified)	?	-2.5%	16.4µM*
CCOC(=O)c1sc(NS(=O)(=O)c2ccccc2)nc1C	-24.0%	-13.2%	-5.2%
Cn1c(C(=O)N2CCN(C(=O)c3ccco3)CC2)cc2c(=O)n3ccccc3nc21	-15.9%	?	-7.5%
CCCC(=O)N(c1ccc(OC)cc1)C1C=CS(=O)(=O)C1 (stereo unspecified)	1.2%	0.6%	1.5%
COc1ccc(C)cc1NC(=O)NC(C)c1ccncc1 (stereo unspecified)	9.4%	-6.7%	-3.8%
COc1cc(/C=N/O)cc(Br)c1OCC(=O)NCc1ccccc1	-11.6%	-12.2%	-6.5%
COc1cccc(CNc2ncc(Br)cc2Br)c1O	-22.5%	-6.0%	-28.9%

An excerpt from above with just DT40 TDP1 CPT.
SMILES | DT40 TDP1 CPT
COc1cc(/C=N/O)cc(Br)c1OCC(=O)NCc1ccccc1 | -11.6%
COc1ccc(C2/C=C\CN(S(=O)(=O)/C=C/c3ccccc3)CC(=O)N2Cc2ccc(F)cc2)cc1 (stereo unspecified) | ?
COc1cccc(CNc2ncc(Br)cc2Br)c1O | -22.5%
CCOc1ccc(S(=O)(=O)N2CCCCC2)cc1NC(=O)CCNC(=O)c1ccco1 | -11.3%
CCOC(=O)c1sc(NS(=O)(=O)c2ccccc2)nc1C | -24.0%
Cc1c(C(=O)Nc2nc3ccccc3[nH]2)oc2ccc(Br)cc12 | ?

Entries of single compounds from above.
`COc1cc2sc3ccc(C#Cc4ccc(N)cc4)cc3c(=O)c2cc1OC` across the screens: DT40 TDP1 CPT = -22.8%; KAT2A inh = .; TDP1 cell noCPT = ?
`CCOc1ccc(S(=O)(=O)N2CCCCC2)cc1NC(=O)CCNC(=O)c1ccco1` across the screens: DT40 TDP1 CPT = -11.3%; KAT2A inh = -1.0%; TDP1 cell noCPT = -8.2%

The listing continues.
SMILES	DT40 TDP1 CPT	KAT2A inh	TDP1 cell noCPT
COc1ccc(S(=O)(=O)N2CCCOC2CNC(=O)C(=O)NCCc2ccco2)cc1OC (stereo unspecified)	-3.2%	-14.7%	-6.1%
CCCC(=O)NCCc1nc2ccccc2n1Cc1c(F)cccc1Cl	20.6µM*	-6.2%	14.6µM*
COc1ccc(C(=O)Nc2ncc(C)s2)cc1S(=O)(=O)N1CCOCC1	0.2%	-2.4%	13.2%
COc1ccc2c3c([nH]c2c1)C1(NCC3)C(=O)Nc2ccccc21 (stereo unspecified)	17.9%	-4.4%	-9.3%
CN(Cc1ccccc1)C(=O)COC(=O)c1ccccc1NS(=O)(=O)c1cccc(N)c1	?	-9.1%	?
Cc1ccc(NCCCn2cnc(C(=O)Nc3ccc(C)c(C)c3)n2)cc1C	-26.3%	.	-24.8%
Cc1cc(C(=O)OCC(=O)Nc2ccc(F)cc2[N+](=O)[O-])c2ccccc2n1	7.9%	-8.9%	-12.1%
C=C(C(=O)c1ccccc1)C(c1ccccc1)C(C)C(=O)c1ccccc1 (stereo unspecified)	?	-0.1%	?
CN(Cc1ccccc1)C(=O)COC(=O)c1ccc(S(=O)(=O)N(C)C)cc1	4.5%	10.9%	0.8%
Cc1nn(C)c(C)c1C(C)NC(=O)c1cc(COc2cncc(Cl)c2)on1 (stereo unspecified)	-13.7%	-3.1%	-9.7%
CCCCNc1c(-c2ccc(OC)c(SC3CCCCC3)c2)nc2cnccn12	?	?	?
CSCCC(NC(=O)c1ccccc1C)C(=O)O (stereo unspecified)	8.9%	-0.4%	3.9%
CN(C[C@H](Cc1ccccc1)N(C[C@H](CC1CCCCC1)N(CCc1ccccc1)N=O)N=O)N=O	25.9µM*	-1.9%	?
COc1ccc([C@H]2C[C@@H](n3cc(COC(=O)c4ccccc4)nn3)[C@H](O)CN2Cc2cccs2)cc1	?	.	?
Cc1cc(=O)oc2cc(OCC(=O)OCC(=O)N3CCC(C)CC3)ccc12	-3.7%	-3.3%	-12.8%
COc1ccccc1/C=C1\SC(=O)N(CCC(=O)NNC(=O)c2ccccc2Cl)C1=O	-7.4%	-5.5%	-7.6%
O=C(N/N=C/c1c[nH]c2ccccc12)c1cc(Br)ccc1O	-19.0%	?	5.7%
O=[N+]([O-])c1ccc(S(=O)(=O)NCCS(=O)(=O)N2CCN(c3ccccc3)CC2)cc1	?	11.5%	16.4µM*
Cc1cccc(NC2=NC(C)(C)N=C(N)N2)c1	0.461µM*	-16.1%	0.164µM*
Cc1cccc(NC(=O)c2cccc(NC(=O)Cc3cccs3)c2)c1	1.8%	7.8%	-28.3%
COc1cccc(C(C)=NNc2ccc([N+](=O)[O-])cc2[N+](=O)[O-])c1OC	?	.	20.6µM*
CCOc1ccc(C(O)(c2ccccc2)C(CN2CCCC2)c2ccccc2)cc1 (stereo unspecified)	?	-6.8%	7.31µM*
Cc1nn(Cc2ccccc2)c(C)c1CNC(=O)c1ccc(F)c(S(=O)(=O)N2CCOCC2)c1	-13.2%	1.9%	-29.9%
COc1cc(C(=O)COC(=O)C2CCCCC2)cc(OC)c1OC	-4.7%	-0.6%	0.8%
CCOC(=O)CCC(=O)Nc1ccc(S(=O)(=O)Nc2cc(OC)nc(OC)n2)cc1	1.3%	0.1%	2.0%

Continued.
SMILES	DT40 TDP1 CPT	KAT2A inh	TDP1 cell noCPT
CCCCn1c(NC(=O)c2ccc(Br)o2)c(S(=O)(=O)c2ccccc2)c2nc3ccccc3nc21	?	-4.3%	?
Cc1cc(C(=O)COc2cc(F)ccc2[N+](=O)[O-])c(C)n1C1CC1	?	2.5%	?
C/C(=N\NC(=O)C1CCCC1)c1ccc(NC(=O)C(F)(F)F)cc1	-7.2%	.	-14.1%
Cc1ccccc1-c1ccc2ncnc(N3CCOCC3)c2c1	?	-21.9%	?
Cc1cccc(-n2cc[nH]c2=S)c1	-0.8%	-0.9%	-27.3%
CCc1nnc(NS(=O)(=O)c2ccc(NC(=S)NC(=O)c3cccs3)cc2)s1	-8.5%	-13.3%	-17.6%
CC(C)c1ccc(OCC(=O)Nc2ccc(OC(F)(F)F)cc2)cc1	-10.5%	-0.2%	-27.8%
COc1ccc(NC(=O)CNC(=O)C2CCCCC2)cc1	11.2%	-1.8%	19.7%
CNS(=O)(=O)c1cc(O)c2c(S(=O)(=O)NC)cccc2c1	-19.3%	-10.2%	-0.7%
Nc1ccc(C(=O)Nc2ccc(NC(=O)c3ccco3)c(O)c2)cc1	?	-0.6%	16.4µM*
CC1(C)CC(n2c(NCCO)nc3c(c2=O)C2(CCCC2)Cc2ccccc2-3)CCO1 (stereo unspecified)	?	-4.7%	?
O=C1C(Cl)=C(N2CCCCCC2)C(=O)N1c1ccccc1	1.0%	-5.3%	-15.4%
Cc1ccc(C)c(OCc2cc(C(=O)N3CC[C@@H]4CCCC[C@H]4C3)no2)c1	?	-10.9%	25.9µM*
CC1=C(C(=O)OC2CCCC2)C(c2coc3ccccc3c2=O)C2=C(CC(C)(C)CC2=O)N1 (stereo unspecified)	16.4µM*	-13.9%	?
O=C(CSc1ccsc1[N+](=O)[O-])Nc1cc(F)ccc1F	-3.6%	?	?
COc1ccccc1/C=C/C(=O)NC(=S)NCC1CCCO1 (stereo unspecified)	-27.7%	-6.4%	?
Oc1c(N=NC(=S)Nc2ccccc2F)c2ccccc2n1Cc1ccccc1	7.31µM*	-6.4%	5.8µM*
CCOC(=O)c1ccccc1NC(=O)Cn1c(=O)n(CCC(=O)N2CCc3ccccc3C2)c(=O)c2ccccc21	20.6µM*	2.3%	8.2µM*
CC(=O)c1c(C)[nH]c(C(=O)NCc2ccccc2)c1C	-8.8%	-2.1%	?

Screening data: PubChem BioAssay, National Center for Advancing Translational Sciences (NCATS)
